A3G deaminase: APOBEC3G DNA deaminase inhibitors, primary screen, biochemical, fluorescence, single-stranded DNA substrate, uHTS. inhibition, % at 20 µM. AID 493012, 2011. DNA dC->dU-editing enzyme APOBEC-3G (Homo sapiens), Q9HC16. recombinant A3G, ssDNA deamination FAM/TAMRA fluorescence. actives 0.28% (n = 330,000);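 active means inhibition of at least 40% at 20 µM, with no more than 30% in the related APOBEC3A deaminase screen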;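 further: plate controls were DMSO wells with A3G for no effect and wells lacking A3G enzyme for full effect; some compounds called inactive have numbers as strong as hits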
mIAP act: activators of mouse IAP, primary screen, biochemical, luminescence, uHTS; muIAP, CDP-Star luminescence, 30 min; active compounds read high; 1 = vehicle-only enzyme signal, 0 = enzyme-free wells; activation factor at 10 µM; intestinal alkaline phosphatase [Mus musculus]; AID 2805, 2010; actives 0.24% (n = 330,000);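 active means activation factor of at least 2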; further: the source names both 10 and 20 µM as test concentration; values of inactives mirror those of a sister screen read the other way
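Assay system: mouse IAP enzyme; Reagent: CDP-Star chemiluminescent phosphatase substrate; Compound: DMSO-dissolved test compounds; Incubation: 30 min, room temperature; Technique: luminescence from enzymatic CDP-Star hydrolysis; Controls: DMSO-only wells and no-enzyme negative control.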
NLRP3 yeast inh: NALP3 inflammasome inhibitors in reconstituted yeast, primary screen, luminescence, uHTS | Yeast reconstituted NLRP3/ASC/caspase-1, beta-gal luminescence, 24 h | inhibition, % at 10 µM | actives 0.39% (n = 330,000);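 active means inhibition of 50% or more; inactive means inhibition below 50%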;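 further: plate controls were induced DMSO wells for no effect and uninduced yeast grown without galactose for full effect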
hIAP activ: human IAP activators, primary screen, biochemical, luminescence, uHTS. purified human IAP, CDP-Star luminescence, 30 min; active compounds read high; 1 = vehicle-only enzyme, 0 = enzyme-free background. activation factor at 10 µM. actives 0.16% (n = 330,000). AID 2524, 2010;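 active means activation factor of the enzyme at least 2-fold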; further: the source names both 10 and 20 µM as test concentration; values of inactives mirror those of a sister screen read the other way
Target sequence (P09923 whole entry, looked up): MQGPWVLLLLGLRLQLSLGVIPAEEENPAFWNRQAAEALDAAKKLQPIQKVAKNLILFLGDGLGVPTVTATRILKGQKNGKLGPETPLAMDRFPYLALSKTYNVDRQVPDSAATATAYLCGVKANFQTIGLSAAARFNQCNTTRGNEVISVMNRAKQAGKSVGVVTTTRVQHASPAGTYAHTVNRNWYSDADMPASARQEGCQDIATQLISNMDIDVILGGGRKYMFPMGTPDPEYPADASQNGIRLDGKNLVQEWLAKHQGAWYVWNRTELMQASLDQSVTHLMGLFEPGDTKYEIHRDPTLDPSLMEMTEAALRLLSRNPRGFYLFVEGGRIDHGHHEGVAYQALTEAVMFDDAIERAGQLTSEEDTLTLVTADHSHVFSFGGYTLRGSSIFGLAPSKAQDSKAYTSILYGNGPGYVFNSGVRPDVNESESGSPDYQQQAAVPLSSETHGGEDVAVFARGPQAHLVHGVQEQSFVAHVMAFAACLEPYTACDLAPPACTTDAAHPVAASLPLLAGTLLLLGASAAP
MIN6 prolif: inducers of MIN6 beta-cell proliferation, primary screen, ATP luminescence, uHTS; AID 2380, 2010; proliferation, % at 10 µM; MIN6 cells proliferation, ATPlite luminescence, 48 h; cells starved in 0.2% serum; 100% = growth in 10% serum; actives 0.29% (n = 330,000);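 active means compounds whose signal lies at least 3.5 SD above the mean of all wells on their plate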;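 further: 0% = DMSO-treated cells in low-serum medium and 100% = 10% serum control; some compounds called inactive have numbers as strong as hits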
A3A deaminase: APOBEC3A ssDNA deaminase inhibitors, primary screen, selectivity assay for APOBEC3G inhibitor project, biochemical, FAM/TAMRA oligo cleavage fluorescence | DNA dC->dU-editing enzyme APOBEC-3A (Homo sapiens), P31941 | recombinant A3A, FAM/TAMRA ssDNA deamination fluorescence | inhibition, % at 20 µM | actives 0.41% (n = 330,000) | AID 493011, 2011;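 active means at least 40% inhibition at 20 µM here, with at most 30% in a related deaminase screen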;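 further: plate controls were A3A with DMSO for no effect and wells lacking A3A enzyme for full effect; some results filed as inactive read as strong as hits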
Target sequence (P31941 whole entry, looked up): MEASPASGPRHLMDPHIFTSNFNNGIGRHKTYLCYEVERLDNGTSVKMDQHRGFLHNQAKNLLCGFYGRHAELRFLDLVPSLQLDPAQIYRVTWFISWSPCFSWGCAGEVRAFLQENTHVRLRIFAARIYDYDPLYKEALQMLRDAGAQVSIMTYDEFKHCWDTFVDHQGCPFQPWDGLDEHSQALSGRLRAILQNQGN
mIAP block: inhibitors of mouse IAP, primary screen, biochemical, luminescence, uHTS; intestinal alkaline phosphatase [Mus musculus]; purified mouse IAP, CDP-Star luminescence, 30 min; inhibition, % at 10 µM; actives 0.2% (n = 330,000);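 active means inhibition of at least 40% at 10 µM in the primary screen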;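 further: plate controls were DMSO with enzyme for no effect and no enzyme wells for full effect; values of inactives mirror those of a sister screen read the other way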
SENP1 FRET inh: human SENP1 catalytic domain inhibitors, primary screen, biochemical, FRET, uHTS | Sentrin-specific protease 1 (Homo sapiens), Q9P0U3 | recombinant SENP1 catalytic domain, CyPet-SUMO1-YPet FRET cleavage | AID 624204, 2012 | inhibition, % at 10 µM | actives 0.21% (n = 360,000);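 active means inhibition at least 30% at 10 µM, raw YFP signal under a set limit, fluorescence ratio 0.5 to 1.5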;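 further: 0% = enzyme with DMSO and 100% = no enzyme wells; some results filed as inactive read as strong as hits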
Target sequence (Q9P0U3 419-644 limits assumed): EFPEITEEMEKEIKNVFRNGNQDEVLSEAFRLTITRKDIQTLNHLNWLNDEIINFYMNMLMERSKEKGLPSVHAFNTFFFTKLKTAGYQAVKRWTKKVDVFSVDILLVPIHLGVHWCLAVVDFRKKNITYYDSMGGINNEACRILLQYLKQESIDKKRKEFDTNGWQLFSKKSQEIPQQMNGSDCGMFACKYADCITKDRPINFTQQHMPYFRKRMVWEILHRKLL
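material = recombinant human SENP1 catalytic domain, His6-tagged | quantity = 20 pM enzyme | reagent = 25 nM SUMO1 FRET substrate | compound dosing = 10 µM single point, 0.5% DMSO | timing = 50 min enzyme reaction, room temperature, light-protected | detection = FRET, CFP and YFP emission | control set = no-enzyme low, enzyme-DMSO high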
hIAP inh: human IAP inhibitors, primary screen, biochemical, luminescence, uHTS | Intestinal-type alkaline phosphatase (Homo sapiens), P09923 | purified IAP, CDP-Star luminescence, 30 min | inhibition, % at 10 µM | actives 0.12% (n = 330,000);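 active means inhibition reaching a set limit with compound at 10 µM in the primary screen, cut at about 35% in these data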;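 further: plate controls were DMSO wells with enzyme for no effect and no-enzyme buffer wells for full effect; values of inactives mirror those of a sister screen read the other way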
* hit, by the source's call; · = not tested or not shown. An excerpt; rates above refer to the full screens.

SMILES	A3G deaminase	mIAP act	NLRP3 yeast inh	hIAP activ	MIN6 prolif	A3A deaminase	mIAP block	SENP1 FRET inh	hIAP inh
COc1ccc(CNC(=O)C(C)OC(=O)CCN2C(=O)C3CC=CCC3C2=O)cc1 (configuration not stated)	-10.3	1.02	13.9	0.959	4.7	-3.2	-2.2	4.6	4.1
N#CCc1ccc(OC(=O)c2cccnc2Cl)cc1	-0.2	0.97	26.7	1.1	-2.0	3.9	3.0	2.1	-10.2
COc1ccccc1CN1CCNC(=O)C1CC(=O)NCC1CCOCC1 (configuration not stated)	-5.1	0.914	18.7	1.17	-4.7	-0.7	8.6	-5.2	-17.3
O=C(Oc1cccc([N+](=O)[O-])c1)N1CCCCC1	-6.6	0.935	-0.3	0.815	-3.1	-3.7	6.5	-0.6	18.5
CCc1ccc(S(=O)(=O)/N=C2\C=C(Nc3ccc(C(=O)O)cc3)C(=O)c3ccccc32)cc1	6.3	1.02	29.6	0.726	-4.2	6.1	-1.9	0.3	27.4
Cc1sc(NC(=O)CSc2nnc3scc(-c4ccccc4)n23)c(C#N)c1C	-5.1	1.02	11.1	1.04	-2.9	3.4	-1.9	1.7	-4.0
COC(=O)c1ccc(C(=O)N2CCCC(Nc3ccc(C(C)C)cc3)C2)nc1 (configuration not stated)	2.1	1.01	9.3	1.1	-1.9	-3.1	-0.9	-1.3	-9.7
O=C(Nc1cccc2ccccc12)/C(=C/c1ccc([N+](=O)[O-])cc1)NC(=O)c1ccccc1	-5.2	1.03	11.5	0.977	-3.0	-4.8	-3.0	-14.0	2.3
COc1ccc(N(C)S(=O)(=O)c2cccc(C(=O)OCC(=O)N3CC(C)CC(C)C3)c2)cc1 (configuration not stated)	-7.6	0.869	13.3	1.02	-3.2	-4.9	13.1	2.2	-2.0
Cc1cc(-n2c(C)cc(C(=O)CN3C(=O)NC4(CCCCCC4)C3=O)c2C)no1	1.0	1.08	24.8	1.23	-1.2	-4.1	-7.6	-0.9	-23.1
CC(C)(C)OC(=O)NCC1CCC(C(=O)NC[C@H](CC(=O)O)c2ccc(Cl)cc2)CC1 (some centres not stated)	-7.4	0.941	6.1	1.01	-1.8	-5.6	5.9	0.7	-1.5
O=c1oc(Cl)c(Cl)c2ccccc12	-8.2	0.922	25.5	0.968	-6.8	-2.3	7.8	-7.6	3.2
CCOC(=O)C1(CCOC)CCN(Cc2nc(C(C)C)cs2)CC1	-7.7	1.03	13.8	0.938	0.1	0.9	-3.3	3.3	6.2
CCOC(OCC)c1cn(Cc2ccc(C(=O)c3ccccc3)cc2)nn1	-9.3	0.95	14.3	0.881	0.0	-2.9	5.0	-1.1	11.9
O=S(=O)(c1ccc(C2CCCCC2)cc1)N1CCCC1	1.2	0.98	12.5	0.818	-1.3	2.8	2.0	2.3	18.2
O=C(CSc1nc(=O)n2ccccc2n1)NC1CCCCC1	5.1	1.08	5.0	1	-0.9	2.5	-8.1	3.1	0.0
CCCNCc1cc(OCC)c(OCC(=O)Nc2ccccc2)cc1Br	-9.4	1.16	14.4	1.04	-3.1	-2.4	-16.3	0.2	-3.7
CCN(CC)S(=O)(=O)c1ccc2nc(NC(=O)c3ccco3)sc2c1	-3.9	0.884	-18.2	1.11	-3.1	-1.8	11.6	-10.9	-10.6
CCCCNC(=O)Nc1ncn[nH]1	-6.0	1	13.9	0.936	1.7	-1.7	-0.5	0.9	6.4
Cc1ccc(SC(C)C(=O)NCC(C)C)cc1 (configuration not stated)	-7.8	0.94	14.5	0.836	-2.4	-7.2	6.0	0.0	16.4
COc1ccc(OCC(=O)Nc2ccc(S(=O)(=O)N3CCOCC3)cc2)cc1	-6.2	0.993	-12.3	1.09	0.5	-9.8	0.7	1.2	-8.6
Cc1ccccc1C(=O)NNC(=S)NC(=O)COc1ccccc1	44.1*	0.934	14.4	1.29	-3.0	-7.7	6.6	-0.5	-29.5
COc1ccc(CCCc2nnc(SCC(=O)N/N=C\c3ccc(O)c(OC)c3)o2)cc1C	-5.0	1.07	4.5	1.46	-2.5	-3.5	-6.8	1.5	-45.8
CCN1N=C(c2ccccc2)CCC1=O	-0.8	0.929	21.1	0.805	-5.0	-7.4	7.1	1.6	19.5
CCOC(=O)c1sc2ccccc2c1OC(=O)c1ccccc1OC	-4.8	0.955	3.6	0.994	-1.9	-3.2	4.4	0.2	0.6
SMILES	A3G deaminase	mIAP act	NLRP3 yeast inh	hIAP activ	MIN6 prolif	A3A deaminase	mIAP block	SENP1 FRET inh	hIAP inh
O=C(NCCO)Nc1ccc2nsnc2c1	-0.5	0.986	-1.2	1.04	1.2	2.3	1.4	-18.0	-3.6
Cc1cccc(Cn2cnc3c(nnn3Cc3ccc(Cl)cc3)c2=O)c1	-5.0	0.887	12.9	0.844	-3.1	0.9	11.3	3.4	15.6
CSCCC1NC(=O)N(CC(=O)Nc2c(C(C)C)cccc2C(C)C)C1=O (configuration not stated)	-3.2	1.12	5.7	1.2	-0.4	4.9	-12.3	2.1	-19.9
CNC(=O)c1c(NC(=O)C2=COCCO2)sc2c1CCCC2	-2.7	0.944	30.1	0.978	-5.2	-2.6	5.6	2.1	2.2
CCOC(=O)CCP(=O)(O)C(O)c1ccc(OC)cc1 (configuration not stated)	-6.0	0.984	11.5	1.06	-3.8	-3.7	1.6	-0.9	-5.7
COc1ccc(C(=O)OCC(=O)NCC2CCCO2)cc1S(=O)(=O)N1CCCc2ccccc21 (configuration not stated)	-5.1	0.958	13.1	0.967	2.9	-3.4	4.2	2.8	3.3
Cc1noc(C)c1COC(=O)CCc1ccc(S(=O)(=O)N2CCCCC2)cc1	-2.2	0.954	15.7	0.981	-0.8	0.6	4.6	1.6	1.9
Nc1ccc(N=Nc2ccccc2Cl)c(N)n1	-2.7	0.855	30.1	0.679	-2.1	1.0	14.5	-3.8	32.1
N#CCCCN1C(=O)C(=C(C#N)C#N)c2ccccc21	-9.8	0.87	-6.0	1.01	-2.9	-5.0	13.0	-2.9	-1.2
Cc1ccccc1N1CC(C(=O)Nc2ccncc2)CC1=O (configuration not stated)	-0.3	1	-4.8	1.1	-2.3	2.9	-0.1	2.0	-10.5
COC(=O)N(C)c1ccccc1C(=O)N1CCOCC1	-5.2	1.04	-1.5	1.12	0.9	-0.5	-4.2	0.7	-11.8
O=C(c1cc(S(=O)(=O)N2CCOCC2)ccc1F)N1CCc2ccccc21	-7.1	0.993	7.2	0.946	5.9	-2.7	0.7	-0.8	5.4
COc1ccc(/C=C(\NC(=O)c2ccccc2)C(=O)N/N=C/c2sccc2C)cc1	-9.1	0.936	13.2	0.923	-0.4	-3.3	6.4	-46.3	7.7
CC(C)(C)NC(=O)C(=O)NN=C1CCCCCCCCCCC1	-3.8	0.853	7.4	1.22	-1.6	1.3	14.7	0.5	-21.9
CNC(=O)COC(=O)c1ccccc1NC(=O)c1ccco1	-0.4	1.03	5.3	1.01	-1.1	0.1	-2.7	0.3	-0.8
O=C(N=C1SC2CS(=O)(=O)CC2N1c1ccc(Br)cc1F)C1CC1 (configuration not stated)	-1.5	1.02	3.2	1.05	-2.3	0.1	-1.7	0.9	-5.1
O=C(O)c1nn(CCOc2c(Cl)cccc2Cl)c(=O)c2ccccc12	-2.2	0.984	27.1	1.14	0.0	3.5	1.6	-0.4	-13.9
C=CCN(CC=C)Cc1nc(N)nc(Nc2ccccc2C)n1	-5.4	1.03	12.1	1.03	-3.2	0.0	-3.3	3.4	-3.3
O=C(NCCCN1CCOCC1)C(=O)N/N=C/c1ccccc1Cl	-8.6	0.948	0.9	0.863	-1.2	-2.3	5.2	-1.7	13.7
CC1CCC(NC(=O)c2cccc(S(=O)(=O)NCc3ccccc3)c2)CC1 (configuration not stated)	-6.3	1.07	18.2	1.04	-1.4	1.3	-6.7	-1.9	-4.3
O=C(CCC1CCCN(C(=O)c2ccsc2)C1)NCc1ccc(F)c(F)c1 (configuration not stated)	3.4	1.01	-1.0	1.1	-1.0	5.1	-1.2	0.3	-9.6
Cc1cc(N2CCC(C(=O)NCC3CC3)CC2)nc(-c2ccccc2)n1	-0.1	1	4.4	0.853	1.5	-0.9	-0.5	1.2	14.7
CC(C)[C@H](NC(=O)C1(c2ccccc2)CCN(C(=O)OC(C)(C)C)CC1)C(=O)O	1.5	0.857	13.4	0.903	-1.3	-0.3	14.3	1.9	9.7
Fc1ccc(C2CC(c3ccc(F)cc3)n3ncnc3N2)cc1 (configuration not stated)	-2.1	1.12	9.9	1.03	-0.2	-0.6	-11.7	0.4	-2.7
CCCN1C(=O)/C(=c2\s/c(=C3\C=Cc4ccccc4N3CC)c(=O)n2-c2ccccc2)SC1=S	-7.2	1.02	17.6	1.06	0.0	-4.4	-2.4	·	-5.7
SMILES	A3G deaminase	mIAP act	NLRP3 yeast inh	hIAP activ	MIN6 prolif	A3A deaminase	mIAP block	SENP1 FRET inh	hIAP inh
C=CCn1c(SCC(=O)NCc2ccco2)nnc1C1CCCCC1	-4.7	0.99	18.6	0.768	0.5	0.0	1.0	0.0	23.2
O=C(CN1CCSCC1)N/N=C/c1ccc(Cl)cc1	-2.8	1.11	-3.1	1.06	1.2	-7.0	-10.9	·	-6.0
Cc1cc(C)c2cc(CN(CCN(C)C)C(=O)Nc3ccccc3Cl)c(=O)[nH]c2c1	2.2	1.13	20.6	1.22	-5.0	-5.8	-13.4	-3.7	-21.9
Clc1ccc(N2CCOCC2)nn1	-5.7	1.19	20.5	1.02	-0.8	-4.9	-19.3	0.8	-1.6
Cc1cc(-n2c(C)c3c(C)nnc(C)c3c2C)ccc1N	4.4	0.93	-11.8	0.935	-0.8	0.9	7.0	·	6.5
Cc1cccn2c(=O)c3cc(C(=O)NCCc4ccccc4)c(=N)n(CC4CCCO4)c3nc12 (configuration not stated)	-2.9	0.855	8.7	0.756	-3.6	3.5	14.5	-27.3	24.4
COCCn1c(-c2ccc(C)cc2)nc2oc3cc(OC)ccc3c(=O)c2c1=O	5.6	1.02	7.1	1.06	1.9	-3.0	-1.9	-5.1	-5.7
CC(C)(C)N(Cc1cc2ccccc2[nH]c1=O)C(=O)c1cccc([N+](=O)[O-])c1	-9.4	0.867	21.5	1	0.0	-0.6	13.3	3.8	-0.1

Assay outcomes: PubChem BioAssay, Sanford-Burnham Center for Chemical Genomics
